Assay outcomes: PubChem, Emory University Molecular Libraries Screening Center
14-3-3 PPI = alters human 14-3-3 gamma binding to Raf peptide; P61981; 0.19% of 160,000 active; inhibition, % at 40 µM; FP, 14-3-3gamma / TMR-pS259-Raf peptide binding; in the data active = inhibition above about 30%;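 also: 0% = protein plus tracer without compound and 100% = blank with tracer alone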
Target sequence (P61981 whole entry, looked up): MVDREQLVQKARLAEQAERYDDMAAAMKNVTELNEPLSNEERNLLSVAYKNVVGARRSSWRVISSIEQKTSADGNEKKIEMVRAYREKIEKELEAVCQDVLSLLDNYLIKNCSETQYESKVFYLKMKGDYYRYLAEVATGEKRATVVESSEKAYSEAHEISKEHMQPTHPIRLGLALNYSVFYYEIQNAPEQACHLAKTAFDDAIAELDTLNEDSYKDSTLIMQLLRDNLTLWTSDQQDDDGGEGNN
An asterisk follows results filed as active; & = joins results of further samples.

SMILES	14-3-3 PPI
Cn1c(NCCc2ccccc2)nc2c1c(=O)n(Cc1ccccc1F)c(=O)n2C	-12
NC(N)=NS(=O)(=O)c1ccc(N)cc1	4
COc1ccc(CNS(=O)(=O)c2cc(C(=O)Nc3ccccc3C(F)(F)F)ccc2F)cc1	-3
O=C(CCC1CCCC1)N1CCN(C2CCCC2)CC1	-14
CC(C)(C)Sc1nc(O)cc(=O)[nH]1	-7
COC(=O)c1sc2nc(N3CCCCC3)c3c(c2c1N)CC(C)(C)N(C)C3	-5
Cn1c(=O)c2c(nc(SCc3ccc([N+](=O)[O-])cc3)n2C)n(C)c1=O	8
O=C(COc1ccc(-c2nnc(N3CCCCC3)c3ccccc23)cc1)N1CCCCC1	-10&3
O=c1sc(Nc2ccccc2)nc2ccccc12	5
CC(C(=O)N(C)Cc1ccccc1)N(c1ccccc1)S(C)(=O)=O (centres undefined)	-7
O=C(NCc1ccccn1)C1CCC(Cn2c(=S)[nH]c3ccccc3c2=O)CC1 (centres undefined)	2
COc1ccccc1N1CCN(Cc2cccc(OC)c2OC)CC1	-4
Cn1cc(C(=O)NCC2CCCO2)c2c3ccccc3n(C)c2c1=O (centres undefined)	-10
COc1cc2[nH]c(=S)n(CCCN3CCOCC3)c(=O)c2cc1OC	-14
CC(=O)Nc1ccc(N(C)C)cc1[N+](=O)[O-]	1
CC1CC(C)(C)NC(=S)N1CC(=O)NCc1ccc(F)cc1 (centres undefined)	-1
CN1CCN(Cc2ccc(OCc3ccccc3)cc2)CC1	7
CC(C)(C)c1ccc(C(=O)N2CCN(c3ccc([N+](=O)[O-])c(N4CCc5ccccc5C4)c3)CC2)cc1	-4
CCC1SC2=NCCN2C1(O)c1ccc(Cl)cc1 (centres undefined)	-11
COC(=O)CN1C(=O)C(O)(CC(=O)c2ccc(Cl)cc2)c2ccccc21 (centres undefined)	-5
c1ccc(Cc2nc(-c3ccccn3)no2)cc1	1
O=C(NCCC1=CCCCC1)c1ccc(N2CC3CC(C2)c2cccc(=O)n2C3)c(NC(=O)c2cc3ccccc3oc2=O)c1 (centres undefined)	-11
COc1cc(C(=O)N2CCN(C(=O)COc3ccc4ccccc4c3)CC2)cc(OC)c1OC	-6
CCc1nnc(NC(=O)CSC2=NC(=O)C(c3ccccc3)C(=O)N2)s1 (centres undefined)	-1
Oc1ccccc1C=Nc1ccc(Nc2ccccc2)cc1	-28

Four entries drawn at random from the list so far:
SMILES	14-3-3 PPI
Oc1ccccc1C=Nc1ccc(Nc2ccccc2)cc1	-28
Cn1c(=O)c2c(nc(SCc3ccc([N+](=O)[O-])cc3)n2C)n(C)c1=O	8
O=c1sc(Nc2ccccc2)nc2ccccc12	5
COC(=O)c1sc2nc(N3CCCCC3)c3c(c2c1N)CC(C)(C)N(C)C3	-5

Other entries:
SMILES	14-3-3 PPI
CN(C)CCCn1c(-c2ccc([N+](=O)[O-])cc2)nc(=S)c2c1CCCC2	-13
O=C(Nc1ccc(F)cc1)c1cc(S(=O)(=O)N2CCOCC2)ccc1Cl	6
O=C(O)c1ccc(NC(=O)C2C3CCC(C3)C2C(=O)O)cc1 (centres undefined)	-15
O=C1OCc2cc(NC(=O)C3CCCO3)ccc21 (centres undefined)	-3
CC(C)(C)C1=Nn2c(nnc2-c2n[nH]c3c2CCC3)SC1	0
COc1ccc(C(=O)Nc2cccc(C(=O)Nc3nccs3)c2)cc1	0
CCn1c(SCc2ccc(Cl)cc2)nc2c1c(=O)[nH]c(=O)n2C	19
O=C(Nc1ccccc1)N(O)c1ccc(Cl)cc1	-3
CC(C)OP(=O)(OC(C)C)C(O)c1ccc2c(c1)OCO2 (centres undefined)	0
O=C(Nc1c(C(=O)N2CCCCC2)cnn1-c1ccccc1)c1ccccc1	-8
CCc1cc(-c2n[nH]c(C)c2Oc2ccccc2)c(O)cc1OC	-4
Cc1nc(Nc2ccc(C(F)(F)F)cc2)c2c3c(sc2n1)CCC3	0
CC1CC(=O)N(CC(=O)Nc2ccc3c(c2)OCO3)c2ccccc2S1 (centres undefined)	-3
c1ccc(N=c2scc(-c3cccs3)n2-c2ccccc2)cc1	-6
COc1ccc(OC)c(CNc2ccc3c(c2)ncn3C)c1	1
CC1(C)CC(=O)C(C=NCc2ccccn2)=C(O)C1	3
CCOC(=O)c1cccc(NC(=O)CNC(=O)C2CCCCC2)c1	-2
CCOc1ccc(-c2n[nH]c3c2C(c2ccccc2)N(c2ccc(Br)cc2)C3=O)cc1 (centres undefined)	134*
O=C(Nc1ccccc1C(=O)O)c1cccc(S(=O)(=O)N2CCCC2)c1	9
Cc1ccc(Cn2c(=S)[nH]c3ccc(Cl)cc3c2=O)cc1	2
COc1ccc(-n2c(C)cc(C(=O)COC(=O)Cn3cnc4ccccc43)c2C)cc1	-19
Cc1cc(OCC(=O)n2cnnc2N)cc(C)c1Cl	-1
Cc1ccc(NC(=O)c2c(C)nc3sc(C(=O)NCc4ccccc4)c(N)c3c2-c2cccs2)c(C)c1	-1
CC(=O)/C=C(\C)NCCNc1c(F)c(F)c(CO)c(F)c1F	4
O=C(CSc1nccn1-c1cccc(Cl)c1)Nc1ccccc1C(F)(F)F	-2
O=C(NCc1ccco1)c1ccc2c(=O)n(Cc3ccco3)c(SCc3ccc([N+](=O)[O-])cc3)nc2c1	-6
CCOC(=O)c1cc(C)sc1N=CC1C(=O)c2ccccc2C1=O	-1
COC(=O)c1ccc(-c2nc(NC(C)=O)c3c(=O)oc4ccccc4c3n2)cc1	-6
CC(=O)Oc1ccc(C=Cc2ccc3cccc(OC(C)=O)c3n2)cc1	-9
COC(=O)c1ccccc1NC(=O)Cc1cn(C)c2ccccc12	1
Cc1c(N=Cc2ccc(O)cc2)c(=O)n(-c2ccccc2)n1C	-110
CN(CC(=O)Nc1cccc(F)c1)S(=O)(=O)c1ccc(Br)s1	-1
O=C1CC(c2cccs2)CC2=C1C(c1cccc(Cl)c1)Nc1ccccc1N2 (centres undefined)	-9
CCc1ccc(C(=O)c2c[nH]c3ccc(OC)cc3c2=O)cc1	-18
C=CCc1cccc2cc(C(=O)NCCOC34CC5CC(CC(C5)C3)C4)c(=O)oc12	0
CSc1nc(N)nc(SCC(=O)CC(=O)OC(C)C)c1C#N	-4
CC(C)(C)n1nc2c(c1NC(=O)C1CC1)CS(=O)C2 (centres undefined)	-4
Cc1ccc(Cl)cc1N1C(=O)C2C3C=CC(C3)C2C1=O (centres undefined)	-8
Cc1nc(S(=O)(=O)c2ccccc2)c(N2CCCCC2)o1	9
CN(C(=O)c1c[nH]c2ccc(S(=O)(=O)N(C)C3CCCCC3)cc2c1=O)C1CCCCC1	-1
O=C1c2cccc3c(N4CCOCC4)ccc(c23)C(=O)N1c1ccccc1O	-64
CCc1cc2c(=O)c(-c3nc4ccccc4n3C)c(C)oc2c(CN2CCN(C)CC2)c1O	0
O=C(NCC1CCCO1)c1nn2c(c1Br)NC(c1cccs1)CC2C(F)(F)F (centres undefined)	6
Cc1ccc(S(=O)(=O)N[C@@H](CC(C)C)C(=O)NCc2ccco2)cc1	-4
COc1cc(C2C(C(=O)OC3CCCCC3)=C(C)NC3=C2C(=O)CC(C)(C)C3)cc(Cl)c1O (centres undefined)	-1
COc1ccc(C(=O)Nc2cc(C(=O)N3CCc4ccccc4C3)ccc2N2CC3CC(C2)c2cccc(=O)n2C3)cc1 (centres undefined)	-8
O=C(Nc1c2c(nn1-c1ccc([N+](=O)[O-])cc1)CS(=O)(=O)C2)c1ccccc1Cl	-1
COC(=O)Cn1c(=NC(=O)CSC(C)=O)sc2ccccc21	-3&-1
N#Cc1c(NC(=O)c2cccc(F)c2)sc2c1CCCC2	-86
CCn1c(=O)n(CC(=O)N2CC(C)CC(C)C2)c(=O)c2ccccc21 (centres undefined)	-4

Given field by field: 3 of the compounds above
COc1cc(C2C(C(=O)OC3CCCCC3)=C(C)NC3=C2C(=O)CC(C)(C)C3)cc(Cl)c1O (centres undefined)
  14-3-3 PPI: -1

CCOC(=O)c1cc(C)sc1N=CC1C(=O)c2ccccc2C1=O
  14-3-3 PPI: -1

O=C(NCC1CCCO1)c1nn2c(c1Br)NC(c1cccs1)CC2C(F)(F)F (centres undefined)
  14-3-3 PPI: 6

New compounds follow.
SMILES	14-3-3 PPI
N#CC1=C2SCC(O)(c3ccccc3)N2C(=O)CC1c1cccs1 (centres undefined)	-4
Cc1cc(C(=O)OCC(=O)N2CCOCC2)c2ccccc2n1	-13
CCc1ccc(-c2csc(Nc3ccc(C(=O)O)c(O)c3)n2)cc1	6
CCCCn1c(NCc2ccccn2)nc2ccccc21	3
N=C1N=C(N)C(Cc2ccccc2)S1 (centres undefined)	-2
COC(=O)COC(=O)c1ccc(O)cc1	-3
COCCN1C(=O)c2ccccc2C(C(=O)Nc2ccc(C)cc2Br)C1c1cn(C)c2ccccc12 (centres undefined)	6
CCSCCOC(=O)C1=C(C)NC2=C(C(=O)CCC2)C1c1cccc(OC)c1OC (centres undefined)	2
CCc1ccc(NC(=O)CSc2nccn2Cc2ccccc2)cc1	-5
O=C(CSc1nnc(CN2CCOCC2)n1-c1ccc(Cl)cc1)Nc1cc(Cl)ccc1O	-3
CCN1C(=O)c2cccc3cccc1c23	0&1
Cc1ccc(C)c(NC(=O)C2CC(Cl)=CCC2C(=O)O)c1 (centres undefined)	2
COC(=O)C(NC(=O)c1ccco1)(Nc1sc2c(c1C#N)CCC(C)C2)C(F)(F)F (centres undefined)	-11
COc1ccc(OC)c(N=c2oc3c(C)ncc(CO)c3cc2C(=O)Nc2ccccc2)c1	-12
COc1ccc(NC(=S)Oc2cccc(C(=O)Nc3cccc(Br)c3)c2)cc1	9
O=c1[nH]c(=O)c2nc3ccccc3nc2[nH]1	-1
COc1ccc(Cl)cc1NC(=O)c1cc(S(=O)(=O)NCc2ccc(F)cc2)ccc1F	-59
CCOc1cc(C2CC(=O)NC3=C2C(=O)C(C(=O)OC)C(C)C3)cc(Br)c1O (centres undefined)	-1
COc1cccc(OC)c1C(=O)Nc1c2c(nn1-c1cccc(C)c1C)CS(=O)C2 (centres undefined)	-9
C=CCN1CCN(C(c2ccccc2)c2nnnn2CCC(C)C)CC1 (centres undefined)	-9
COc1cccc(CNC(=O)C2CCCN(c3nn4c(=O)cc(C)nc4s3)C2)c1 (centres undefined)	-4
O=C1O/C(=C/Br)CCC1c1cccc2ccccc12 (centres undefined)	-5
CCC(Sc1ncccc1C(=O)Oc1ccccc1Cl)C(=O)N1CCOCC1 (centres undefined)	2
O=C(Nc1nc(-c2nc3ccccc3s2)cs1)c1ccc(C(=O)c2ccccc2)cc1	-3
COc1c2occc2c(OC)c2c(=O)cc(C(Cl)(Cl)Cl)oc12	-4
COc1ccc(C2CC(c3ccc(OC)c(OC)c3)=NN2S(=O)(=O)c2ccc(C)cc2)cc1 (centres undefined)	-274
O=C(Nc1cccnc1)C1(c2ccccc2)CCCC1	-14
O=C(Cc1cccs1)NC1CCSC1=O (centres undefined)	-108
CN(C)C(=O)c1ccccc1-c1ccccc1	-3
C=CCNC(=O)C1CCCN(S(=O)(=O)N(CC)CC)C1 (centres undefined)	-1
O=c1c2sccc2nc(SCc2cccc([N+](=O)[O-])c2)n1-c1ccccc1	-2
O=C(Nc1c2c(nn1-c1ccc([N+](=O)[O-])cc1)CS(=O)(=O)C2)C1CC1	-2
C=CCC(Nc1cccc(Cl)c1)c1ccco1 (centres undefined)	-5
CCOC(=O)c1ccccc1NC(=O)c1ccccc1CCc1ccccc1	-4
O=C(NC1CCCC1)c1ccc(CS(=O)(=O)c2ccc(Cl)cc2)o1	-7
COc1ccc(C(=O)CC(=O)C(=O)Nc2ccc(F)cc2)cc1	6
CCCc1ccc(S(=O)(=O)NCCc2ccncc2)cc1	3
COc1ccc(C(=O)N2C(=S)N(c3ccccc3)C3(C)CC2c2cccc(OC)c2O3)cc1 (centres undefined)	-5
C#CC(C)(CC)NC(=O)c1cc2cc([N+](=O)[O-])ccc2oc1=O (centres undefined)	-1
COc1ccc(N2CCN(C(=O)CN(c3cccc(Br)c3)S(C)(=O)=O)CC2)cc1	0
COc1ccc(Br)cc1S(=O)(=O)N1CCN(S(=O)(=O)c2cc(Br)ccc2OC)CC1	6
COC(=O)c1ccc(CSc2nnc(Nc3ccccc3OC)s2)o1	-3
CC(C)c1ccc2oc(-c3ccc(NC(=O)c4ncn[nH]4)cc3)nc2c1	-12
CCOC(=O)N1CCN(CC(O)COc2ccccc2C(C)CC)CC1 (centres undefined)	2
CCOC(=O)c1sc2ncn(CC(=O)Nc3ccc(C)cc3Br)c(=O)c2c1C	-6
c1ccc2c3c(c(CN4CCCC4)cc2c1)COC3	-8
COc1ccc(C(=O)Nc2ncc3c(n2)CC(c2ccco2)CC3=O)cc1 (centres undefined)	2
Cc1nc2cc(-c3ccccc3)nn2c(C(C)(C)C)c1C	-3
COc1ccc(CSc2nnc(C)n2N)cc1Br	-5
N#Cc1c2c(c(Nc3ccccc3)n3c1nc1ccccc13)CCC2	-45
O=C(Nc1ccc(F)cc1)C1COc2ccccc2O1 (centres undefined)	-5
COc1ccc(Cl)cc1N(C)C(=O)Cc1c(C(=O)O)[nH]c2ccc(Cl)cc12	4

Reformatted: 4 of the compounds above
compound: O=C(Cc1cccs1)NC1CCSC1=O (centres undefined)
  14-3-3 PPI: -108
compound: COc1ccc(C(=O)CC(=O)C(=O)Nc2ccc(F)cc2)cc1
  14-3-3 PPI: 6
compound: O=C(Nc1cccnc1)C1(c2ccccc2)CCCC1
  14-3-3 PPI: -14
compound: Cc1nc2cc(-c3ccccc3)nn2c(C(C)(C)C)c1C
  14-3-3 PPI: -3

Only part of the results is shown. The share of hits here may be higher or lower than overall.
